MOR-DOR inv ag: inverse agonists of MOR-DOR heterodimerization, primary screen, cell-based, luminescence; Mu-type opioid receptor (Homo sapiens) + Delta-type opioid receptor (Homo sapiens), …; cell-based MOR-DOR heterodimer luminescence, inverse agonism; inhibition, % at 9.3 µM; 0.21% of 340,000 active; in the data active = inhibition above about 22%, passing the limit was not always enough;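 also: 0% = cells with DMSO and 100% = wells without cells with DMSO; values of inactives mirror those of a sister screen read the other way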
phage Ecoli inh: growth loss of phage-infected E. coli, primary screen, RecBCD inhibitor project, absorbance, with phage, HTS; inhibition, % at 11.9 µM; 0.26% of 360,000 active; AID 651602, 2012; in the data active = inhibition above about 11%
PKA-R1A activ: activators of PKA-R1A holoenzyme, primary screen, biochemical, fluorescence polarization, Cy5-IP20, bovine R1A, mouse PKAc | cAMP-dependent protein kinase type I-alpha regulatory subunit (Bos taurus) + … | 0.083% of 340,000 active | PKA-R1A dissociation; scaled: DMSO 0%, 113 µM cGMP 100% | activation, % at 11.4 µM;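 active = percent activation above the mean of all tested compounds plus 3 SD, cut at about 19% in these data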;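 also: higher means more PKAc released from R1A so a rise in polarization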
MOR-DOR ag: agonists of OPRM1-OPRD1 heterodimerization, primary screen, cell-based, luminescence. Mu-type opioid receptor (Homo sapiens) + Delta-type opioid receptor (Homo sapiens), …. activation, % at 9.3 µM. 0.3% of 340,000 active. cells. AID 504326, 2011; in the data active = activation above about 18%;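 also: 0% = vehicle-treated cells and 100% = reference agonist; values of inactives mirror those of a sister screen read the other way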
PKA-R2B activ: activators of PKA-R2B holoenzyme, primary screen, biochemical, fluorescence polarization, Cy5-IP20, human | cAMP-dependent protein kinase catalytic subunit beta (Homo sapiens) + cAMP-dependent … | PKA-R2B holoenzyme dissociation; R2B truncated from residue 108, S112A mutant; 0% DMSO only, 100% 113 µM cGMP | activation, % at 11.4 µM | 0.079% of 340,000 active | AID 504700, 2011;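 active = activation above a cutoff set at the mean over all compounds plus 3 SD, cut at about 18% in these data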;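 also: higher means more holoenzyme dissociation and a rise in polarization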
Target sequence (P31323 whole entry, looked up, other chains not shown, the tested form may be a part): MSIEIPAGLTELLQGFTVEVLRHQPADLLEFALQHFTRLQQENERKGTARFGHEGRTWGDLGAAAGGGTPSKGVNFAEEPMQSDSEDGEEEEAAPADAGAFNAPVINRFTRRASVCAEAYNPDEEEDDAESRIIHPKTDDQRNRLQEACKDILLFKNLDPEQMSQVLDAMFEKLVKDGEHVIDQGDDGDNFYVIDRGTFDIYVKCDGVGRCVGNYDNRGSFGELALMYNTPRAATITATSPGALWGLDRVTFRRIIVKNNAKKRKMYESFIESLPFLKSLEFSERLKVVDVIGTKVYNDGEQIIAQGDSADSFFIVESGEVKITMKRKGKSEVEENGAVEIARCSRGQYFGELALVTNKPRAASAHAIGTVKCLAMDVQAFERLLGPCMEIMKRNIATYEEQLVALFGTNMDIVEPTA
AddAB inh: growth inhibition of E. coli expressing H. pylori AddAB, primary screen, AddAB inhibitor project, absorbance; inhibition, % at 11.9 µM; 0.29% of 330,000 active; AID 435030, 2010; in the data active = inhibition above about 12%;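 also: 0% = vehicle wells of infected cells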
Mot1-301 SUMO: yeast Mot1-301 growth rescue at high temperature, primary screen, SUMOylation pathway inhibitor project, S. cerevisiae, ATP luminescence, 38.5C; S. cerevisiae Mot1-301 growth rescue; percent above DMSO median, 100 means doubled; growth rescue, % at 18.8 µM; 1% of 320,000 active; AID 2716, 2010;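 active = every valid replicate shows activation above 250% relative to neutral control wells; inactive = the rest, any valid replicate at or below 250%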;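 also: OY570 slx delta 5 strain wells were the positive control but not used for scaling; some compounds called inactive have numbers as strong as hits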
PfHsp90 set2: growth inhibition of PfHsp90-expressing yeast, primary screen, antimalarial PfHsp90 inhibitor project, S. cerevisiae, BacTiter-Glo luminescence, single point, set 2 | BacTiter-Glo ATP, 48 h; yeast lacking PDR1 and PDR3 efflux regulators | inhibition, % at 9.4 µM | 0.32% of 310,000 active | AID 504621, 2011;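 active = every replicate shows inhibition above about 80%, whatever the replicate mean, limit read from the data; inconclusive = mean inhibition reaches the set limit but some replicate falls short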;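 also: 0% = DMSO neutral controls and 100% = 20 µM radicicol positive controls; yeast relying on Plasmodium falciparum Hsp90 in place of its own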
Tat transport: E. coli Tat export inhibitors, primary screen, MC4100, TorA-mCherry reporter, fluorescence, single point; inhibition, % at 10 µM; 0.036% of 340,000 active; AID 488895, 2010;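 active = mean replicate inhibition at least 50% and at least half of replicates individually reaching 50%; inconclusive = only one of the two criteria met; inactive = neither criterion met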;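 also: exported cargo escapes ClpAP degradation while cytoplasmic cargo is degraded and loses fluorescence; 0% = median of neutral control wells and 100% = median of NaSCN control wells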
HTR5A inv ctr: HTR5A inverse agonists in luminescence cell assay, primary screen, counter-screen for OPRM1-OPRD1 heterodimer inverse agonist project, full-deck HTS | 5-hydroxytryptamine receptor 5A (Homo sapiens), P47898 | HTR5A cell line, inverse agonism | inhibition, % at 9.3 µM | 0.083% of 340,000 active; in the data active = inhibition mostly above about 23%, no sharp cut-off; inactive = mostly below about 18%;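 also: 0% = cells with DMSO and 100% = no-cell wells with DMSO; some compounds called inactive have numbers as strong as hits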
Target sequence (P47898 whole entry, looked up): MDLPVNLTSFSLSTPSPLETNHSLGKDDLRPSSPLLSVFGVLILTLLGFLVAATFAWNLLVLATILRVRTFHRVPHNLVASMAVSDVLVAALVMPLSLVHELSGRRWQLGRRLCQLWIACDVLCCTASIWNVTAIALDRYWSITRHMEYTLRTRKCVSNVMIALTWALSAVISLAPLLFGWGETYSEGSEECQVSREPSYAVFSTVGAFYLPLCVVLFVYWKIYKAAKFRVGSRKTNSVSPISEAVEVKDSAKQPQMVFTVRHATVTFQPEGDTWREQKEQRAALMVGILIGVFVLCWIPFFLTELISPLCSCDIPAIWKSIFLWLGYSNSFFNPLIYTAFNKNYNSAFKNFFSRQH
E coli growth: E. coli V3065 growth inhibition, primary screen, counter-screen for AddAB inhibitor project, absorbance, OD600; 0.27% of 330,000 active; inhibition, % at 11.9 µM; AID 449728, 2010; 18 h;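 active = inhibition above the campaign's mean inhibition across all tested compounds plus 3 SD, cut at about 9.9% in these data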;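 also: uninfected addAB+ strain grown without phage in ampicillin broth; 0% = DMSO wells and 100% = ciprofloxacin 0.95 µg/ml wells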
Starred values were filed as active, the others as inactive; u = inconclusive; x = not tested or not shown.

SMILES	MOR-DOR inv ag	phage Ecoli inh	PKA-R1A activ	MOR-DOR ag	PKA-R2B activ	AddAB inh	Mot1-301 SUMO	PfHsp90 set2	Tat transport	HTR5A inv ctr	E coli growth
c1ccc2c(c1)[nH]c1ccccc12	-27	0.5	-17	4.8	1	2.5	11	x	-3	-16	-0.8
CCOc1ccc(N(CC(=O)NCC2CCCO2)S(=O)(=O)c2ccc(OC)c(OC)c2)cc1 (stereo not given)	16	0.1	0	-2.8	0	0.1	-21	-5	-2	7	-0.3
O=C(Cn1ccnc1[N+](=O)[O-])NCc1ccccc1	-4	10	9	0.7	7	8.4	8	13	3	10	7.4
O=S(=O)(Cc1ccccc1)N1CCN(Cc2ccc(F)cc2Cl)CC1	7	4.4	-8	-1.3	5	0.0	-6	8	1	-2	0.7
N#CC1=C(N)NC(=S)C(C(N)=O)C1c1ccc(Cl)cc1Cl (stereo not given)	-1	2.6	-8	0.1	-8	0.2	-25	10	7	14	0.8
CCn1c(CNC(=O)c2ccco2)nnc1SCC(=O)c1ccc(F)cc1	-1	0.9	-2	0.1	2	2.6	-2	18	-3	-8	0.1
COc1ccc(Cl)cc1NC(=O)COC(=O)C1=NNC(=O)CC1	9	1.9	5	-1.9	0	0.6	-15	4	3	-2	1.3
Cc1cccc(N2CCN(S(=O)(=O)c3ccc4c(c3)C(C)(C)C(=O)N4C)CC2C)c1 (stereo not given)	-13	3.6	-4	2.5	0	0.4	7	3	10	0	-0.2
CCC(=O)N1CCN(c2cc(C)ccc2C)CC1	7	0.2	9	-1.2	-8	0.2	57	15	-4	-18	-0.7
O=C1NC(=S)S/C1=C\c1cc(Cl)cc(Cl)c1O	35*	3.2	3	-7.1	-2	x	x	-7	-8	-2	x
COc1cccc(N(C(=O)Cn2nnc(-c3ccc(C)o3)n2)C(C(=O)NC(C)(C)C)c2cccs2)c1 (stereo not given)	-3	3.3	-11	0.6	-10	4.6	60	x	-4	-16	-0.3
COc1ccc2[nH]c3c(c2c1)CCN1C(=O)C(CC(=O)NCCc2ccccn2)C[C@H](C(=O)N(C(C)C)C(C)C)[C@@]31C (stereo not given in full)	6	0.1	1	-1.1	1	-0.2	x	-14	-1	7	0.0
Cc1ccc(S(=O)(=O)N(C)C)cc1NC(=O)CCNC(=O)c1ccco1	9	-0.5	11	-1.7	5	1.7	2	15	1	-9	-0.1
CC(=O)NC(N(C#N)c1nc(Cl)nc(N(C)C)n1)C(Cl)(Cl)Cl (stereo not given)	4	-0.5	3	-0.8	2	1.3	4	-6	-1	-10	-2.6
O=C(NCCCn1ccnc1)c1sc2cccc(F)c2c1Cl	3	2.0	-3	-0.6	-9	-1.2	-9	-4	10	-18	2.2
Cc1c(NC(=O)c2ccc(Cl)s2)c(=O)n(-c2ccccc2)n1C	0	3.0	-4	0.1	2	4.3	-14	10	-7	-11	2.7
O=C1CCCN1Cc1ncnn1-c1ccccc1	6	0.5	-6	-1.1	14	2.4	-10	-5	-4	13	0.0
CN(Cc1ccc(OC(F)F)cc1)C(=O)c1ccc(S(=O)(=O)N(C)c2ccccc2)cc1	6	0.5	12	-1.5	1	-1.8	5	22	6	14	-2.8
Cc1nc2cc(C(F)(F)F)ccc2n1C	12	3.7	7	-2.1	7	3.1	3	-90	-1	4	2.0
Cc1c(Cl)cccc1S(=O)(=O)Nc1ccnn1C	4	0.2	-14	-0.9	1	3.8	8	10	-2	1	-1.2
O=C(CCNC(=O)OCC1c2ccccc2-c2ccccc21)NOCc1ccccc1	7	-0.6	1	-1.3	0	1.9	x	-7	2	2	1.8
O=c1c2nccnc2[nH]c(=S)n1Cc1ccccc1Cl	19	1.6	-11	-3.8	-2	0.1	26	55	-12	-8	1.1
Cn1c(-c2ccccc2)cnc1SCc1nc2ccccc2c(=O)[nH]1	20	1.8	8	-4.5	-4	4.9	592	4	u	-9	3.2
CCN(CC(=O)Nc1c(F)cccc1F)C(=O)c1cc([N+](=O)[O-])ccc1N1CCOCC1	5	3.5	-1	-0.8	-4	-0.2	-2	x	-6	13	-1.2
CCC(C)N(C(=O)COc1ccc(Br)cc1C=O)C1CCS(=O)(=O)C1 (stereo not given)	9	3.8	0	-1.5	-1	-1.2	8	x	-4	6	-2.7

Random excerpt: 4 entries already listed
SMILES	MOR-DOR inv ag	phage Ecoli inh	PKA-R1A activ	MOR-DOR ag	PKA-R2B activ	AddAB inh	Mot1-301 SUMO	PfHsp90 set2	Tat transport	HTR5A inv ctr	E coli growth
Cc1nc2cc(C(F)(F)F)ccc2n1C	12	3.7	7	-2.1	7	3.1	3	-90	-1	4	2.0
O=C(Cn1ccnc1[N+](=O)[O-])NCc1ccccc1	-4	10	9	0.7	7	8.4	8	13	3	10	7.4
COc1ccc2[nH]c3c(c2c1)CCN1C(=O)C(CC(=O)NCCc2ccccn2)C[C@H](C(=O)N(C(C)C)C(C)C)[C@@]31C (stereo not given in full)	6	0.1	1	-1.1	1	-0.2	x	-14	-1	7	0.0
CN(Cc1ccc(OC(F)F)cc1)C(=O)c1ccc(S(=O)(=O)N(C)c2ccccc2)cc1	6	0.5	12	-1.5	1	-1.8	5	22	6	14	-2.8

Ordered by SMILES length (falling): 3 of the compounds above.
SMILES	MOR-DOR inv ag	phage Ecoli inh	PKA-R1A activ	MOR-DOR ag	PKA-R2B activ	AddAB inh	Mot1-301 SUMO	PfHsp90 set2	Tat transport	HTR5A inv ctr	E coli growth
Cc1cccc(N2CCN(S(=O)(=O)c3ccc4c(c3)C(C)(C)C(=O)N4C)CC2C)c1 (stereo not given)	-13	3.6	-4	2.5	0	0.4	7	3	10	0	-0.2
O=S(=O)(Cc1ccccc1)N1CCN(Cc2ccc(F)cc2Cl)CC1	7	4.4	-8	-1.3	5	0.0	-6	8	1	-2	0.7
O=C(NCCCn1ccnc1)c1sc2cccc(F)c2c1Cl	3	2.0	-3	-0.6	-9	-1.2	-9	-4	10	-18	2.2

New compounds follow.
SMILES	MOR-DOR inv ag	phage Ecoli inh	PKA-R1A activ	MOR-DOR ag	PKA-R2B activ	AddAB inh	Mot1-301 SUMO	PfHsp90 set2	Tat transport	HTR5A inv ctr	E coli growth
COc1ccc(NC(=O)C2CC(=O)N(c3cc(C)ccc3C)C2)cc1 (stereo not given)	12	-0.4	13	-2.5	2	0.9	-15	-6	-2	14	-2.1
CCOC(=O)c1c(NC(=O)CSc2nnc3c(Cl)cc(Cl)cn23)sc2c1CCC2	-4	2.5	8	0.8	2	-2.8	-6	x	7	-27	0.4
S=C(Nc1ccc(Br)cc1)Nc1ccc2c(c1)OCCO2	16	6.9	-1	-4.8	-3	2.7	6	5	0	-8	-1.4
O=c1c2ccccc2ncn1-c1ccc(Br)cc1[N+](=O)[O-]	-1	1.8	-1	0.2	-1	x	3	-5	0	-26	x
O=C(Nc1ccccc1F)Oc1cccc(OC(=O)Nc2ccccc2F)c1	1	-0.1	-10	-0.2	-2	-2.9	3	-10	-3	-7	-1.1
CCCCN(C)CCNC(=O)C(NC(=O)C1CCC(C)CC1)C(C)C (stereo not given)	-12	-1.5	-6	2.3	-1	-1.3	4	27	-5	-6	-0.8
OCCNCC(O)Cn1c2ccccc2c2ccccc21 (stereo not given)	16	4.4	3	-3.5	-4	1.9	30	-37	1	3	1.4
CC(=O)c1ccccc1NC(=O)c1ccc(OCc2c(C)noc2C)cc1	12	1.2	-4	-2.2	2	1.3	2	-7	1	-11	-1.4
CC1=C(C)CC(C(=O)NNC(=O)c2csc3c2CCC(C(C)(C)C)C3)C(C(=O)O)C1 (stereo not given)	8	2.3	-8	-1.5	-9	1.4	17	21	4	-6	-0.3
CCCNC(=O)c1ccc2c(c1)nc(C)n2-c1cccc(C)c1	3	2.5	-4	-0.7	5	0.8	2	-18	-3	16	0.0
Cc1oc(-c2ccc(Cl)cc2)nc1CS(=O)CC(=O)NCc1ccccn1 (stereo not given)	11	-0.5	4	-2.3	-10	-0.1	3	-2	3	-6	1.9
Cc1ccc(S(=O)(=O)N(CCCO)CC(O)CON=C2c3ccccc3-c3ccccc32)cc1 (stereo not given)	-22	0.9	-17	3.3	-5	0.3	-22	8	26	-21	-0.4
Cc1ccc(N=C2NC(=O)/C(=C\c3ccco3)S2)cc1	-2	2.4	-10	0.3	11	-1.4	35	4	-8	3	-0.8
CC(=O)CCn1cnc([N+](=O)[O-])n1	9	3.9	-6	-1.8	-3	0.7	13	-28	-10	1	-1.9
O=C(c1cc(Cl)ccc1Cl)N1CCOCC1	6	0.6	-3	-1.0	-10	2.1	213	-10	-5	12	-1.8
CCCCCCCCOC(=O)C(NC(=O)CCC(=O)Nc1ccc(S(N)(=O)=O)cc1)C(O)c1ccccc1 (stereo not given)	-26	5.6	1	4.5	4	2.7	-2	5	2	-30	1.5
O=C(Cc1ccc(-c2ccccc2)cc1)Nc1ncccc1O	14	1.6	3	-3.4	0	1.1	26	-23	-6	6	-0.5
CN(C)c1ccc(C=C2C=CC=C2)cc1	11	3.5	8	-2.2	7	x	x	33	-2	1	x
C=CCc1cc(C=Nc2ccc(N3CCOCC3)cc2)cc(OCC)c1O	-6	0.2	-6	1.2	-8	x	x	17	-1	9	x
CCN(Cc1ccccc1)C(=O)CN1C(=O)COc2ccc(S(=O)(=O)NC3CCCC3)cc21	17	-2.3	0	-3.3	-10	2.0	-8	-14	11	-10	-1.9
Oc1c(Br)cc(Br)cc1/C=N/n1c(-c2ccccc2)n[nH]c1=S	-1	2.7	14	0.1	8	3.5	644*	-15	-10	-4	-1.7
Cc1nc2c(sc(=S)n2Cc2ccco2)c(=O)n1CC(=O)Nc1ccc(F)cc1	-27	4.4	-11	5.1	-2	0.3	-3	3	-3	-12	1.8
CCOC(=O)N1CCN(C(=S)Nc2ccc(C)cc2C)CC1	0	3.5	1	0.0	11	2.2	2	-4	4	15	-6.4
Cc1c(CCCN)c2ccccc2n1Cc1ccccc1	-3	1.2	2	0.6	-5	-0.7	56	1	-3	0	-1.8
C/C(=N\NC(=O)COc1ccccc1[N+](=O)[O-])c1cccs1	10	3.8	-7	-2.2	8	4.0	10	4	-3	-20	-1.7

Bioassay records deposited in PubChem BioAssay by several laboratories.
